# Compound activity: PubChem, several laboratories
# PMI activator: increases human mannose-6-phosphate isomerase activity | activation factor at 20 µM | 0.005% of 190,000 active | AID 1214 | P34949 | purified human PMI, coupled resazurin fluorescence, 20 min; hits give high values; 1 = vehicle control, 0 substrate-free wells;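 active = activation factor of 2 or more at 20 µM, relative to plate controls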
# Target sequence (P34949 whole entry, looked up): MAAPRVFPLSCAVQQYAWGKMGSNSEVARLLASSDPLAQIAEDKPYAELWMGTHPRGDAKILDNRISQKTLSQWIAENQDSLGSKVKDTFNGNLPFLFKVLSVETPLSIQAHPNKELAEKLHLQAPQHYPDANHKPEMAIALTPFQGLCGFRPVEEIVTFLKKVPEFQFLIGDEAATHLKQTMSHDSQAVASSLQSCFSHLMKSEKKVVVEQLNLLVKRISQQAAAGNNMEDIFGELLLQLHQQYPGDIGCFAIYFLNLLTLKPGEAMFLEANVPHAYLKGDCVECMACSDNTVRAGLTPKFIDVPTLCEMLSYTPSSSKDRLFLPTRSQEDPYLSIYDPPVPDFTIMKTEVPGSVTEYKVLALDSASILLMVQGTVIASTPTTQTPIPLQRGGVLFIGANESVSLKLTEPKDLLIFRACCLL
# Diaph inh CS: inhibits diaphorase or chemically oxidizes, flagging diaphorase assay artifacts. diaphorase resazurin-to-resorufin fluorescence, NADH, 16 min; bacterial (C. kluyveri) enzyme, not human. inhibition, % at 20 µM. 0.69% of 190,000 active;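 active = primary screen inhibition at 20 µM above a set limit, cut at about 50% in these data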;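 note: plate controls were DMSO with full reaction for no effect and wells lacking NADH for full effect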
#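 Test system: bacterial diaphorase enzyme (C. kluyveri); Quantity: 0.14 U/mL diaphorase, enzyme working solution; Times: reaction incubation of 16 min at room temperature; Measured by: fluorescence of resorufin formed from resazurin, Ex 544/Em 590 nm; Benchmarks: positive control minus NADH, DMSO neutral control.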
# bIAP activator: intestinal alkaline phosphatase (bovine) activation | 0.17% of 200,000 active | activation factor at 20 µM | AID 1016 | purified bovine IAP, CDP-star luminescence, 30 min; hits give high values; fold of DMSO-control signal, blank-subtracted;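 active = activation factor of 2 or more at 20 µM, a signal rise over negative controls twice the positive control's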
# TNAP inh hiacc: TNAP (human) inhibition, high acceptor | purified TNAP, CDP-star luminescence, 1 M DEA | P05186 | 0.03% of 200,000 active | inhibition, % at 20 µM;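 active = over 50% inhibition of tissue-nonspecific alkaline phosphatase at 20 µM in the single-dose screen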;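 note: plate controls were DMSO wells for no effect and EDTA-quenched wells as full inhibition for full effect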
# Target sequence (P05186 whole entry, looked up): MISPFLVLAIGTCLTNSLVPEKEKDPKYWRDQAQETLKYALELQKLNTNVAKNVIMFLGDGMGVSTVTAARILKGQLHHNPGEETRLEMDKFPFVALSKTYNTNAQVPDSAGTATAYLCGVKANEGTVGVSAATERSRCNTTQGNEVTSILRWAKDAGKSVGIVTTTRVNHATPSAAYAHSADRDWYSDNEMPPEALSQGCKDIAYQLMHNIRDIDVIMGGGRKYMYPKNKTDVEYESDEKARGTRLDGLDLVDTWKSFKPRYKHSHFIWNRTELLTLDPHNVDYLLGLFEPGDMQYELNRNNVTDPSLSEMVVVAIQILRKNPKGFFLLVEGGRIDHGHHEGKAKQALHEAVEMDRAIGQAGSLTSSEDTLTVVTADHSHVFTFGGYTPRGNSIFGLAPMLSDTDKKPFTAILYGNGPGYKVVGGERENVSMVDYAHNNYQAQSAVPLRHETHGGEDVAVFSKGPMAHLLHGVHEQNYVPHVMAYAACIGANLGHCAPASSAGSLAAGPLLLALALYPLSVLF
# TNAP inh no acc: blocks human TNAP activity with no phosphate acceptor present; AID 1012; inhibition, % at 20 µM; P05186; 0.26% of 200,000 active; purified TNAP, CDP-star luminescence, 30 min;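 active = tissue-nonspecific alkaline phosphatase inhibition above about 50% at 20 µM in the single-dose screen, limit read from the data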;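 note: 0% = DMSO negative control and 100% = EDTA positive control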
# TNAP act hiacc: TNAP (human) activation, high acceptor. P05186. purified TNAP, CDP-star luminescence, 1 M DEA, 30 min; hits give high values; 0 = EDTA background, 1 = DMSO-only activity. activation factor at 20 µM. 200,000 tested, under 10 active. AID 1136;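 active = activation factor at least 2 at 20 µM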
#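 Assay system: human TNAP; Input: enzyme diluted 1/800 final; Reagent: CDP-star luminogenic substrate at 100 µM final; Timing: 30 min, room temperature; Signal: luminescence; Evaluation: TNAP activation factor scaled between EDTA and DMSO control wells.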
# PMI act hi M6P: PMI (human) activation, high substrate. P34949. coupled PMI enzyme assay, resazurin fluorescence, 20 min; hits give high values; 1 = untreated enzyme, 0 = substrate-free blank. activation factor at 20 µM. 0.34% of 190,000 active. AID 1216;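 active = activation factor of 2 or more at 20 µM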
#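 Test system: human phosphomannose isomerase with PGI, G6PDH, diaphorase coupling enzymes; Amount: PMI at 15 ng/mL final; Reagent: Mannose-6-phosphate 1.0 mM (near-saturating) plus 0.22 mM NADP+; Timing: 20 min, room temperature; Technique: resorufin fluorescence at Ex 544/Em 590 nm; Dosing: 20 µM single dose.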
# Lmaj promast: reduces viability of Leishmania major promastigotes | inhibition, % at 10 µM | 9% of 200,000 active | AID 1063 | resazurin fluorescence viability; in the data active = inhibition above about 50%;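 note: promastigotes grown with compound for 44 hours at 28 °C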
# Diaphorase act: diaphorase activation or chemical reduction counter-screen; AID 1229; activation factor at 20 µM; 0.005% of 190,000 active; Diaphorase/resazurin coupled assay, resorufin fluorescence, 16 min; hits give high values; 1 = vehicle wells, 0 = NADH-free wells;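 active = diaphorase activity raised at least twofold by the compound at 20 µM; inactive = activation factor below 2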
#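 Test system: Clostridium kluyveri diaphorase, purified enzyme. Buffer or medium: 50 mM HEPES pH 7.4 buffer plus MgCl2 and Tween 20. Also added: 0.114 mM NADH and 0.1 mM resazurin, final amounts. Dosing: compound 20 µM once, DMSO 1%. Schedule: 16 min enzyme reaction, ambient temperature. Detection: fluorescence of resorufin, 544 nm excitation, 590 nm emission.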
# bIAP inhibitor: blocks bovine intestinal alkaline phosphatase activity; inhibition, % at 20 µM; purified bovine IAP, CDP-star luminescence, 30 min; 190,000 tested, under 10 active; AID 1019;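 active = over 50% inhibition of intestinal alkaline phosphatase at 20 µM in the single-dose screen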
#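 System: purified bovine intestinal alkaline phosphatase (IAP) enzyme; Input: IAP diluted 1/65,000,000 in the well; Measured by: CDP-star luminescence signal; Compound dosing: 20 µM single dose; Incubation: 30 min reaction at room temperature.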
# The depositor's hits bear a star; x = not tested or not shown.
SMILES,PMI activator,Diaph inh CS,bIAP activator,TNAP inh hiacc,TNAP inh no acc,TNAP act hiacc,PMI act hi M6P,Lmaj promast,Diaphorase act,bIAP inhibitor
COC(=O)c1cccc(NC(=O)COC(=O)CSc2nc(C)cc(C)n2)c1,0.9,10.1,1,-3.2,-12.2,1,0.8,-2.8,0.9,2.6
Cc1ccccc1Nc1nnc(SCC(=O)NC2CCCc3ccccc32)s1 (centres undefined),0.9,29.0,0.9,3.1,-35.9,1,0.9,6.4,0.7,5.3
O=C(NCc1ccco1)c1cc(-c2ccccn2)nc2ccccc12,1,8.0,0.9,-6.5,-15.3,1.1,1,6.1,0.9,12.6
CS(=O)(=O)Oc1ccccc1/C=C1/N=C(c2ccc(F)cc2)OC1=O,1,11.6,1.5,1.1,-3.5,1,1,-5.3,0.9,-52.3
COc1ccccc1OCc1nnc(SCC(=O)c2cc(Cl)ccc2OC)o1,0.9,24.0,0.8,-1.9,-7.5,1,0.9,-4.5,0.8,17.1
CCC(CO)N=C1CC(C)(C)CC(=O)/C1=C(/O)CCCN1C(=O)c2ccccc2C1=O (centres undefined),1,-5.4,1.2,-6.3,-9.4,1.1,1,4.2,1.1,-17.5
CC(C)Cn1c(-c2cc([N+](=O)[O-])ccc2Cl)nc2c1c(=O)[nH]c(=O)n2Cc1ccccc1,0.9,5.9,1,-3.9,-19.1,1,1,19.3,0.9,0.2
O=C1CC(N2CCSCC2)C(=O)N1CCc1ccccc1 (centres undefined),0.9,12.4,1,-0.8,-7.6,1,1,-5.9,0.9,-3.4
COc1cccc(NC(=O)[C@@H]2CCCN2C(=O)C2CCN(S(=O)(=O)c3ccc(C)cc3)CC2)c1,1,9.6,1.3,-1.9,10.8,1,1,12.7,0.9,-26.5
COc1ccccc1N(C)S(=O)(=O)c1ccc(C(=O)Nc2ccc3nc(C)sc3c2)cc1,0.8,23.9,1,0.5,4.9,1,0.9,99.7*,0.8,1.1
CCN(CC)CCOC(=O)c1ccc(NC(=O)CNC(=O)C2CCCCC2)cc1,1.1,6.0,0.4,-0.8,3.6,1,1.1,-5.7,0.9,x
CCC1=NC(c2ccc(OC)c(OC)c2)N(O)C1(C)C (centres undefined),1.1,3.6,1,-2.9,-3.5,1,1,-6.7,1,0.4
O=C(Nc1ccc(S(=O)(=O)Nc2nccs2)cc1)c1cccc(N2C(=O)c3ccccc3C2=O)c1,0.9,-1.2,1,-4.7,9.0,1,1,-5.2,1,-4.0
COc1ccc(C(=O)OCC(=O)NC2CC2)cc1[N+](=O)[O-],0.9,1.5,0.9,5.5,0.4,0.9,1,47.6,1,11.9
O=C(NNC(=O)c1cccs1)c1ccco1,1,9.2,1,-4.3,-5.6,1,1,-1.6,0.9,3.4

# As a working copy, 2 of the compounds above.
SMILES,PMI activator,Diaph inh CS,bIAP activator,TNAP inh hiacc,TNAP inh no acc,TNAP act hiacc,PMI act hi M6P,Lmaj promast,Diaphorase act,bIAP inhibitor
CC(C)Cn1c(-c2cc([N+](=O)[O-])ccc2Cl)nc2c1c(=O)[nH]c(=O)n2Cc1ccccc1,0.9,5.9,1,-3.9,-19.1,1,1,19.3,0.9,0.2
O=C1CC(N2CCSCC2)C(=O)N1CCc1ccccc1 (centres undefined),0.9,12.4,1,-0.8,-7.6,1,1,-5.9,0.9,-3.4

# Next part
SMILES,PMI activator,Diaph inh CS,bIAP activator,TNAP inh hiacc,TNAP inh no acc,TNAP act hiacc,PMI act hi M6P,Lmaj promast,Diaphorase act,bIAP inhibitor
COc1ccc(-n2nnc3c(=O)n(C/C=C/c4ccccc4)cnc32)cc1,1,6.2,0.9,-3.4,-3.6,1,1,-2.2,0.9,6.7
Cc1cccc(C)c1N1CCN(C(=O)Nc2ccc3c(c2)OCCO3)CC1,0.9,21.0,1,-7.5,-18.5,1.1,0.9,-2.9,0.8,2.7
Cc1noc(C)c1COC(=O)CNC(=O)c1ccc(Cl)cc1,1,3.0,1,0.6,-2.3,1,1,-3.1,1,3.8
CCOc1ccc(Oc2cc(NC(=O)c3ccco3)cc([N+](=O)[O-])c2)cc1,0.9,23.9,0.9,-4.4,-11.9,1,0.9,-1.2,0.8,13.7
COC(=O)C1[C@H]2C(=O)N(Cc3cccs3)C[C@]23C=C[C@H]1O3 (some centres undefined),0.9,13.5,0.9,-0.6,-9.2,1,0.9,-5.2,0.9,7.4
Cc1nc(NC(=O)c2ccccc2[N+](=O)[O-])sc1C(=O)N(C)C,1.1,-2.9,1.1,-2.9,-15.0,1,1.1,-4.5,1,-12.3
CC(Sc1nc(O)c(-c2ccccc2)c(=O)[nH]1)C(=O)Nc1ccc(Cl)cc1 (centres undefined),1,16.7,1.1,0.1,-4.2,1,1,-6.9,0.8,-5.1
Cc1ccc(S(=O)(=O)N2CCCCC2)cc1C(=O)OCC(=O)NC(=O)NC12CC3CC(CC(C3)C1)C2,1,12.9,0.9,-6.9,-3.3,1.1,1,-2.3,0.9,13.9
CCN(CC)C(=O)C(=O)c1cccn1-c1cccc(Cl)c1C#N,0.8,22.7,1,-5.1,-10.8,1.1,0.9,7.1,0.8,-4.2
CCCNC(=O)COC(=O)/C=C/c1ccc(C)o1,1,5.7,1.1,-5.8,1.7,1.1,1,-2.6,0.9,-7.3
CC(C)CNC(=O)NC1C(NC(=O)NCC(C)C)N(C)C(=O)N1C (centres undefined),1.1,-4.2,0.9,-1.7,-10.3,1,1.1,0.8,1,5.5
Cn1c(SCC(=O)c2ccccc2)nnc1C1CC1,1,25.7,0.9,-7.5,-6.3,1.1,0.7,-5.0,0.7,5.6
CC(=O)Oc1ccc2c(C)c(CC(C)O)c(=O)oc2c1 (centres undefined),1.1,5.6,1,-8.5,-1.7,1.1,1,7.8,0.9,-1.9
O=C(O)Cn1cc(C(=O)C(F)(F)F)c2ccccc21,0.9,10.3,1,-3.2,-4.5,1,1,2.1,0.9,1.0
C/C(=C\c1ccc2c(c1)OCO2)C(=O)c1c(C)cc(C)[nH]c1=O,1,0.7,1,-5.1,-8.3,1.1,1.1,-2.1,1,-4.1
COCCN(C(=O)Cn1nnc2ccccc21)C(C(=O)NC1CCCC1)c1cccc(OC)c1OC (centres undefined),0.9,9.7,1,-4.9,-12.0,1,1,-2.7,0.9,-4.5
Cc1cc(Oc2ccc(C#N)cc2)nc(NCc2ccccc2)n1,0.9,21.0,1,-0.2,-4.7,1,0.8,12.2,0.8,4.1
Cc1cc(C)c(C#N)c(Sc2ccccc2N)n1,1,10.8,1,-6.4,-12.9,1.1,1.8,-4.3,0.9,3.4
O=C(NNS(=O)(=O)c1ccccc1[N+](=O)[O-])c1cccc([N+](=O)[O-])c1,1,17.5,1,0.4,0.7,1,1.1,-9.5,0.8,-3.7
Cn1c(C(=O)NCc2cccs2)cc2c(=O)n(C)c3ccccc3c21,1,11.3,1,-3.7,-14.3,1,1,-3.5,0.9,3.6
CC(=O)NC(Cc1ccc(F)cc1)C(=O)N1CCN(C(=O)NCc2ccccc2)CC1 (centres undefined),1.1,-2.0,1,-0.3,-10.4,1,1.1,-6.6,1,1.4
CC(=O)N1CCc2cc(S(=O)(=O)NC(C(=O)Nc3nc(C)cs3)C(C)C)ccc21 (centres undefined),0.9,4.6,1,-2.8,-7.1,1,1,-4.3,1,-1.3
Cc1ccc(C2N=C(N)Nc3nc4ccccc4n32)cc1 (centres undefined),1.2,-20.4,1.4,-7.9,-33.2,1.1,1.1,-1.6,1.2,-41.1
Cn1c(SCC(=O)C(C)(C)C)nnc1-c1ccncc1,0.9,10.7,1,-10.2,-5.0,1.1,1,-5.8,0.9,1.7
COc1ccccc1NC(=O)/C(=N/OCc1ccc(F)cc1)C(C)=O,1.1,2.0,0.9,-2.6,-2.8,1,1,0.2,1,5.6
COc1ccc(NC(=O)Cn2c(=O)n(Cc3ccco3)c(=O)c3ccccc32)cc1,0.9,0.0,0.9,-2.4,0.7,1,1,-5.9,1,13.2
Cn1ccs/c1=N\S(=O)(=O)c1ccc(C(C)(C)C)cc1,1,12.0,0.9,-4.6,-8.9,1,0.9,-4.6,0.9,8.8
CSc1nnnn1-c1ccc(C)c(Cl)c1,1.3,8.4,1.1,-4.4,-12.5,1,1.2,-5.8,0.9,-9.7
Cc1ccc(C(=O)CN(Cc2ccccc2)C2=NCCS2)cc1,0.9,5.1,0.9,0.2,-11.8,1,1,9.1,0.9,14.1
CSc1nc2ccc(NC(=O)CSc3nnc(N)s3)cc2s1,1,13.8,0.9,-4.7,-4.5,1,1,8.8,0.9,6.1
Cc1ccc(NC(=O)Nc2ccc(S(N)(=O)=O)cc2)cc1,1.1,1.9,1.2,0.6,-5.8,1,1,-0.4,1,-23.6
CSc1nncn1/N=C/c1cc(Cl)ccc1F,0.9,7.4,0.9,-3.5,-7.9,1,0.9,-0.4,0.9,13.8
COc1cccc(-c2n[nH]c(=S)n2Cc2ccco2)c1OC,1.1,7.4,0.8,-2.4,17.7,1,1,-1.9,0.9,16.9
CCCCn1nnnc1SCC(=O)c1ccc(C)c(C)c1,0.9,15.3,1,-2.9,-20.8,1,0.9,1.1,0.8,-3.3
Cc1occc1C(=O)NNC(=O)c1ccc(Br)o1,1,7.9,1.5,-3.4,-66.7,1,1,-10.5,0.9,-49.9
CCOC(=O)C1C(=O)C=C(c2ccc(C)cc2)CC1c1cccc([N+](=O)[O-])c1 (centres undefined),0.8,16.6,1,0.2,9.6,1,0.9,10.4,0.8,1.7
CSCCC(NC(=O)c1ccccc1)C(=O)NC1CCCC1 (centres undefined),0.9,5.8,0.9,-3.1,-9.8,1,1,-0.5,0.9,10.7
Cn1nc(C(F)(F)F)c(/C=N/OCc2c(Cl)cccc2Cl)c1Cl,1,17.7,1,1.2,6.2,1,1,0.9,0.8,3.2
CCOc1ccc(NC(=S)NC(C)c2cccs2)cc1 (centres undefined),1,3.6,1.1,-0.6,-8.0,1,1,16.7,1,-5.9

# Ordered by value in Diaph inh CS (smallest number first): 5 of the compounds above
structure | Diaph inh CS
Cc1ccc(NC(=O)Nc2ccc(S(N)(=O)=O)cc2)cc1 | 1.9
CSCCC(NC(=O)c1ccccc1)C(=O)NC1CCCC1 (centres undefined) | 5.8
CCCCn1nnnc1SCC(=O)c1ccc(C)c(C)c1 | 15.3
CCOC(=O)C1C(=O)C=C(c2ccc(C)cc2)CC1c1cccc([N+](=O)[O-])c1 (centres undefined) | 16.6
Cn1nc(C(F)(F)F)c(/C=N/OCc2c(Cl)cccc2Cl)c1Cl | 17.7
